# USP2a block: qHTS Assay for Inhibitors of Ubiquitin-specific Protease USP2a Using CHOP2 as the Reporter | USP2 core, Ub-CHOP2 coupled fluorogenic reporter, 485/531 | Ubiquitin carboxyl-terminal hydrolase 2 (Homo sapiens), O75604 | Potency, µM (doses to about 38.3 µM), without a hit: top-dose activity change, negative = inhibition, actives largely listed as inhibitors | 330,000 compounds, 0.01% hits | AID 463254, 2010;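 further: potency means the concentration at half of the fitted maximal effect; plate controls were DMSO wells for no effect and full inhibition by NEM control for full effect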
# Target sequence (O75604 whole entry, looked up): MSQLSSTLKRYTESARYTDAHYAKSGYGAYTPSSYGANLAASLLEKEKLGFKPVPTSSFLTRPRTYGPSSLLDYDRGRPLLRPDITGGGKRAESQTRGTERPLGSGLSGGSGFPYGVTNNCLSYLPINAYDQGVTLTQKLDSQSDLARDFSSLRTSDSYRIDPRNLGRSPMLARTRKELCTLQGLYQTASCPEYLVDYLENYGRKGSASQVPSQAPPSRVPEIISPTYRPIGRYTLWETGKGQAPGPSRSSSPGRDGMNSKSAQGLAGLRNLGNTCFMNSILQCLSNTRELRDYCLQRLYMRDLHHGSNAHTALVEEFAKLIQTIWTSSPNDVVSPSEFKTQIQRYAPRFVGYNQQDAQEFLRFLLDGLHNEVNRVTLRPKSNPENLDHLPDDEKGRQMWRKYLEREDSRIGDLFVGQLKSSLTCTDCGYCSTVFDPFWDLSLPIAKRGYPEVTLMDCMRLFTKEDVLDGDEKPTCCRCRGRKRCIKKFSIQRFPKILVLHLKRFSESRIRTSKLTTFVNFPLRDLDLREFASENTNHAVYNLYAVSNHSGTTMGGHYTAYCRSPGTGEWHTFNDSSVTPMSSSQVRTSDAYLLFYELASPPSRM
#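 USP2 core (10nM final) preincubated 30min RT with compound in 20mM Tris-HCl pH 8.0, 2mM CaCl2, 2mM beta-mercaptoethanol, 0.05% CHAPS; 25nM Ub-CHOP2 plus 25nM reporter substrate added, fluorescence (Ex485/Em531) read after 60min.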
# uPA generation: qHTS for Inhibitors of Cell Surface uPA Generation. Potency, µM (series often up to 38.3 µM), without a hit: at the top dose activity change, negative = inhibition, hits mostly inhibitors. 330,000 compounds, 0.31% hits. cell surface uPA generation assay, qHTS. AID 540303, 2011; active means well fitted inhibition curve with a large enough effect; inconclusive means small, poorly fitted or top-dose-only effect; inactive means no such curve, though single readings can be large or run the other way; tested in mouse RAW 264.7 cells; further: potency means the concentration at half of the fitted maximal effect; on the % scale 0 is the no-effect control and ±100 the full control effect; nearly all actives have a fitted effect of over 55% in size
# TCR activator: Activators of T cell receptors: qHTS campaign; AID 504894, 2011; 330,000 tested, under 10 active; primary human leukocytes, anti-CD3, IL-2 HTRF, 48 h; Potency, µM (doses to about 9.22 µM), for inactives: at the highest dose activation of IL-2 secretion, most hits filed as activators; further: % of control where 0% means no effect
#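 Human primary leukocytes + a-CD3 beads + cpd, 48 hr; IL-2 in supernatant by HTRF (ex 320nm / em 665nm). No co-stimulatory signal supplied.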
# Tb PFK block: qHTS Assay to Find Inhibitors of T. brucei phosphofructokinase; T. brucei PFK, ADP-Glo luminescence; Potency, µM (highest dose often 57.5 µM), inactives show top-dose activity, negative = inhibition, actives largely listed as inhibitors; 330,000 compounds, 0.17% hits;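 further: potency means the concentration at half of the fitted maximal effect; 0% = uninhibited 1x PFK enzyme wells and -100% = no-enzyme wells; nearly all actives have a fitted effect of over 60% in size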
#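 ADP-Glo luminescence quantified ADP after 45 min at room temperature, with 1.25 nM T. brucei PFK, 0.1 mM ATP and 0.5 mM fructose-6-phosphate in pH 8.0 TEA buffer. qHTS titrations up to 57 µM; curves classified by quality.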
# B2AR arrestin: qHTS assay of beta-arrestin-biased ligands of beta2-adrenergic receptor | beta-arrestin recruitment to beta2AR, cell-based reporter | Beta-2 adrenergic receptor (Homo sapiens), P07550 | 330,000 compounds, 0.02% hits | Potency, µM (highest dose often 46.1 µM), without a hit: at the top dose activation, usual class: activators | AID 492947, 2010;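 further: potency means the concentration at half of the fitted maximal effect; 0% = DMSO controls and full agonism = EC100 isoproterenol or metaproterenol; nearly all actives have a fitted effect of over 65% in size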
# Eya2 inh: qHTS Assay for Inhibitors of the Phosphatase Activity of Eya2 | recombinant Eya2, OMFP fluorescence dephosphorylation (OMFP is methylfluorescein phosphate) | Potency, µM (doses to about 76.9 µM), inactives show top-dose activity, negative = inhibition, hits mostly inhibitors | 330,000 compounds, 0.006% hits; further: potency means the concentration at half of the fitted maximal effect; on the % scale 0 is the no-effect control and ±100 the full control effect
#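 Eya2 protein (added as 0.2 uM solution) was preincubated with compound for 10 min at ambient temperature in 50 mM HEPES pH 7.5, 50 mM NaCl, 5 uM MgCl2, 0.05% BSA, 1 mM DTT. OMFP (added at 50 uM) then reacted 10 min; fluorescence read at 485/525 nm.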
# BCR signal inh: qHTS Assay to Find Inhibitors of Chronic Active B-Cell Receptor Signaling; ABC-DLBCL IkBa-CBG/CBR reporter, luminescence ratio, 4 h; Potency, µM (titrated, usually from 46.1 µM), without a hit: at the top dose ratio change, negative = lower green/red ratio, most hits filed as inhibitors; 340,000 compounds, 0.05% hits; active means well fitted inhibition curve with a large enough effect in the signal ratio, with a control signal flat, not every such curve was filed as active; inconclusive means small, poorly fitted or top-dose-only effect, or effect the other way, or a change in a side signal; the % refers to the signal ratio;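 further: potency means the concentration at half of the fitted maximal effect; plate controls were basal doxycycline-induced cells for no effect and cells given 10 µM MG132 for full effect; MG132 reads +100%, hits lower the ratio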
#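 Compounds up to 46 uM were incubated four hours with TMD8 cells whose green CBG68 luciferase is fused to IkappaBalpha; red CBR luminescence normalised the signal, and concentration-effect curves were fitted to fusion, red and ratio data.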
# ELG1 repair inh: qHTS screen for small molecules that inhibit ELG1-dependent DNA repair in human embryonic kidney (HEK293T) cells expressing luciferase-tagged ELG1 | 330,000 compounds, 2.3% hits | Potency, µM (top dose mostly 46.1 µM), for the others: at the top dose activity change, negative = inhibition, hits mostly inhibitors | HEK293T ELG1-luciferase reporter, luminescence, 16 h; DNA damage induced by 5-fluorouridine; further: potency means the concentration at half of the fitted maximal effect; on the % scale 0 is the no-effect control and ±100 the full control effect; nearly all actives have a fitted effect of over 55% in size
#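 HEK293T cells expressing luciferase-tagged ELG1 (2,000/well) received 5-Fluorouridine plus compound or DMSO for 16 hr at 37 °C. Luciferase was read by ONE-Glo luminescence after 30 min at room temperature.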
# Mito fusion act: qHTS Assay for Small Molecule Inhibitors of Mitochondrial Division or Activators of Mitochondrial Fusion | S. cerevisiae fusion-defective mutant growth rescue, CellTiterGlo 48 h | Potency, µM (highest dose often 46.1 µM), for the others: at the highest dose growth rescue (activation), usual class: activators | 320,000 compounds, 0.23% hits | AID 485298, 2010;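 further: potency means the concentration at half of the fitted maximal effect; % of control where 0% means no effect; nearly all actives have a fitted effect of over 45% in size; temperature-sensitive fusion mutants such as fzo1-1 at 37 °C on non-fermentable ethanol glycerol medium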
#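 Luminescent cell viability in 1536-well qHTS format served as the measure of rescued growth in ts fusion-mutant S. cerevisiae cultured on non-fermentable YPEG for 48 hours at 37C.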
# PTAP TSG101 blk: qHTS Assay for Iinhibitors of HIV-1 Budding by Blocking the Interaction of PTAP/TSG101 | 340,000 tested, under 10 active | Fluorescence polarization, FITC-PTAP peptide / Tsg101 binding | Tumor susceptibility gene 101 protein (Homo sapiens), Q99816 | Potency, µM (top dose mostly 115 µM), inactives show top-dose activity change, negative = inhibition, hits mostly inhibitors; active means well fitted inhibition curve with a large enough effect in the main read-out, with a control signal flat, not every such curve was filed as active; inconclusive means small, poorly fitted or top-dose-only effect, or effect the other way, or a change in a side signal; inactive means no such curve, though single readings can be large or run the other way; further: potency means the concentration at half of the fitted maximal effect; % of control where 0% means no effect
# Target sequence (Q99816 whole entry, looked up): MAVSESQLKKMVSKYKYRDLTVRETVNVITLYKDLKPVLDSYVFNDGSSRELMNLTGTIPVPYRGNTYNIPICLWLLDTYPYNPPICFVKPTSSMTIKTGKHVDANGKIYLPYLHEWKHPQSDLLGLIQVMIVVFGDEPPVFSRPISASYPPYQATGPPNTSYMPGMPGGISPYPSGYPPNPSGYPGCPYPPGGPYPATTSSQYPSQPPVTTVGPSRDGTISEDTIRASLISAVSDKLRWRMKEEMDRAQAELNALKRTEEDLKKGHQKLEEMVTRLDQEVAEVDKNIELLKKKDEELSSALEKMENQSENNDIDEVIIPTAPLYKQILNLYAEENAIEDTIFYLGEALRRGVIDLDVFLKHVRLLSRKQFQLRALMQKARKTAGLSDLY
#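 FP read-out: FITC-PTAP peptide, 50 nM final, binding Tsg101 binding domain, 10 uM final; 20 min, r.t.; 10 mM HEPES pH 7.5, 0.15 M NaCl, 0.01% Tween 20, 3 mM EDTA, 0.1 mM TCEP.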
# TSHR antag: Antagonists of the Thyroid Stimulating Hormone Receptor: HTS campaign. Thyrotropin receptor (Homo sapiens), P16473. TSHR-expressing cells, TSH-stimulated cAMP HTRF, 2 h; stronger effect = lower value. activity change, negative = inhibition, % at 11.5 µM. 330,000 compounds, 0.2% hits. AID 504810, 2011;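 active means activity change below a set negative limit, meaning inhibition stronger than a set level, cut at about -70% in these data; inconclusive means activity change between two set negative limits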; further: on the % scale 0 is the no-effect control and ±100 the full control effect
#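 Antagonism was scored as loss of TSH-driven cAMP in TSHR cells, stimulated with 4nM TSH (EC80) for 2 hours at 37 deg C and detected by homogeneous HTRF competition immunoassay.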
# An asterisk follows results filed as active; ? = inconclusive; / = not tested or not shown; & = joins results of further samples; [ ] = dose if it differs, or a comment. Unless noted, the call rests on the fitted dose curve; in most records, active means well fitted curve in the direction sought with a large enough effect; inconclusive means small, poorly fitted or top-dose-only effect, or another doubt; inactive means no such curve, though single readings can be large; an effect the other way counts as inactive or inconclusive.
SMILES,USP2a block,uPA generation,TCR activator,Tb PFK block,B2AR arrestin,Eya2 inh,BCR signal inh,ELG1 repair inh,Mito fusion act,PTAP TSG101 blk,TSHR antag
CCN(CC)CCn1c(OC)cc(=O)[nH]c1=O,-1%,-4%,6%,0%,-0.3%,9%,0%,3%,-1%,-1%,14
Cn1c(=O)c2c(ncn2CC(=O)Nc2ccc(Cl)cc2Cl)n(C)c1=O,2%,-4%,0%,-7%,-0.2%,-23%,-3%,-2%,-1%,-7%,-8
CCSc1nnc(-c2cccnc2)n1-c1ccc(C)c(Cl)c1,0%,/,5%,0%,0.3%,-7%,-8%,-14%,-1%,2%,-3
CCc1c(C)sc(NC(=O)c2cc(-c3ccc(OC)c(OC)c3)on2)c1C#N,-1%,1%,-3%,1%,-0.6%,-2%,2%,5%,-10%,-6%,5
COc1ccc(N(CC(=O)NC2CC3CCC2C3)S(=O)(=O)c2ccc(C)c([N+](=O)[O-])c2)cc1 (configuration not stated),6%,1%,-4%,0%,-0.4%,-6%,2%,-8%,-18%,0%,-14
O=C(Nc1nnc(C2CCCCC2)s1)c1ccc(Br)s1,1%,/,4%,-1%,-0.1%,-13%,1%,?,-1%,-2%,-7
CCOC(=O)c1ccccc1NC(=O)CSc1nnc(Cc2cccn2C)n1-c1ccc(C)cc1,-8%,/,-1%,1%,0.1%,-9%,2%,-18%,0%,-6%,-3
CCN(CC)CCN1c2ccccc2Sc2ccc3ccccc3c21,1%,-5%,3%,-2%,-0.8%,-4%,?,-1%,-34%[inhibitor],-4%,-11
COc1ccccc1/C=C/c1onc(C)c1S(=O)(=O)N1CCC(C(=O)NC2CCCCCC2)CC1,2%,1%,0%,4%,0.5%,1%,-1%,1%,-6%,-2%,-1
CC1(C)CC(=O)c2sc(NS(=O)(=O)c3ccc(Cl)cc3)nc2C1,2%,0%,-9%,4%,-0.3%,-9%,7%,12%,-1%,-3%,-8
COc1ccc(C=NC(CO)C(O)c2ccc([N+](=O)[O-])cc2)cc1 (configuration not stated),1%,1%,3%,-2%,-0.2%,4%,-6%,?,0%,2%,20
CCN(C(=O)COC(=O)c1ccccc1NC(=O)c1ccco1)C1CCS(=O)(=O)C1 (configuration not stated),0%,10%,1%,-2%,0.0%,21%,?,15%,-5%[9.22 µM],-6%,4
O=C(CCN1C(=O)C2CC=CCC2C1=O)NC1CCCCC1 (configuration not stated),1%,2%,5%,-8%,2.9%,5%,-1%,?,17%,-6%,26
NC1=NC(c2cn[nH]c2-c2cccc(F)c2)n2c(nc3ccccc32)N1 (configuration not stated),1%,0%,2%,-3%,-0.3%,-6%,3%,15%,-8%,0%,4
Cc1[nH]c2ccccc2c1C(=O)COC(=O)c1ccc([N+](=O)[O-])s1,2%,-14%,4%,-1%,0.0%,-3%,?,-22%,-38%[inhibitor],0%,-17
CCN(CC)CCNC(=S)Nc1ccc(Cl)cc1,1%,-3%,3%[46.1 µM],-2%,0.4%,-3%,2%,11%,-1%,0%,18
O=C(N=Nc1c(O)[nH]c2ccc([N+](=O)[O-])cc12)c1ccccc1[N+](=O)[O-],8%,10%,-2%,4%,-0.2%,10%,?,18%,5%,-5%,-8
CCOC(=O)c1ccc(N2CCN(c3ccc(F)cc3)CC2)c(NC(=O)Nc2cccc(OC)c2)c1,0%,2%,0%,14%,-0.8%,-5%,-2%&-8%,?,-3%,0%,-2
CC1N/C(=C\C(=O)c2ccccc2)N(O)C1(C)C (configuration not stated),1%,-9%,5%,4%,-1.0%,1%,-1%,?,-6%,-1%,0
Cc1cccc(NC(=O)c2cc([N+](=O)[O-])ccc2Cl)c1O,3%,-3%,-7%,0%,-0.5%,1%,-18%,-2%,1%,-1%,1
CCOc1ccc(N(C)C(=O)CCc2nnc3ccc(N4CCCCC4)nn23)cc1,3%,-13%,7%,-5%,-0.3%,5%,5%,-4%,0%,-1%,1
Cc1ccc2sc(N(CCCN(C)C)C(=O)c3ccc(S(=O)(=O)N(C)C)cc3)nc2c1C,4%,-18%,3%,0%,-0.2%,-7%,?,8%,-8%,-2%,2
COc1ccc([C@H]2C(C(=O)O)=C[C@@H](CC3CCCC3)N2S(=O)(=O)c2ccc(C)cc2)cc1OC,0%,11%,-2%,-5%,-0.5%,4%,8%,2%,/,-6%,-8
CCC(C(=O)NC1CC1)n1nc(C)c2c(C)n(-c3ccc(C)cc3)nc2c1=O (configuration not stated),-1%,2%,-2%,1%,-0.6%,-1%,6%,-2%,0%,0%,-7
CCN1CCc2c(C#N)c(N3CCOCC3)nc(N3CCOCC3)c2C1,3%,-1%,-4%,-4%,0.0%,13%,-22%,9%,-2%,-6%,3

# Going on with the list.
SMILES,USP2a block,uPA generation,TCR activator,Tb PFK block,B2AR arrestin,Eya2 inh,BCR signal inh,ELG1 repair inh,Mito fusion act,PTAP TSG101 blk,TSHR antag
CC1(C)CC(=O)C2=C(C1)NC(=S)C(C#N)C21CCCCC1 (configuration not stated),0%,-10%,1%,4%,-0.4%,14%,5%,-9%,12%,1%,-9
Cc1oc(-c2ccccc2)cc1C(=O)NC(Cc1c[nH]c2ccccc12)C(=O)O (configuration not stated),1%,-7%,0%[46.1 µM],0%,-0.3%,10%,?,8%,0%,-1%,-1
CCC(C)(C)NC(=O)C(c1ccc(OC)cc1)N(C(=O)CCC(=O)Nc1cc(C)on1)c1ccccc1OC (configuration not stated),2%,0%,4%,-1%,0.1%,-16%,0%,-7%,1%,-2%,-9
O=C(CCc1ccc(S(=O)(=O)N2CCOCC2)cc1)Nc1ccc(F)cc1[N+](=O)[O-],3%,-7%,-3%,-1%,-0.4%,9%,6%,-20%,/,0%,-3
N#CC1=C(SCc2ccccc2)NC(=O)CC1c1ccco1 (configuration not stated),-2%,1%,-8%,-10%,0.1%,10%,?,-8%,0%,-2%,-5
CC(NC(=O)c1ccc(S(=O)(=O)N(C)C)cc1)c1ccc(-n2ccnc2)cc1 (configuration not stated),1%,-1%,-1%,5%,0.3%,8%,0%,-12%,0%,2%,6
O=C(/C=C/c1ccc2c(c1)OCO2)Nc1cc(S(=O)(=O)N2CCOCC2)ccc1N1CCOCC1,0%,-13%,6%[46.1 µM],-1%,-0.6%,2%,-2%,?,25%,-2%,1

# Part of the list above, reformatted:
# Order of results – USP2a block, uPA generation, TCR activator, Tb PFK block, B2AR arrestin, Eya2 inh, BCR signal inh, ELG1 repair inh, Mito fusion act, PTAP TSG101 blk, TSHR antag
CC(NC(=O)c1ccc(S(=O)(=O)N(C)C)cc1)c1ccc(-n2ccnc2)cc1 (configuration not stated)
    1%, -1%, -1%, 5%, 0.3%, 8%, 0%, -12%, 0%, 2%, 6
O=C(CCc1ccc(S(=O)(=O)N2CCOCC2)cc1)Nc1ccc(F)cc1[N+](=O)[O-]
    3%, -7%, -3%, -1%, -0.4%, 9%, 6%, -20%, /, 0%, -3
CCC(C)(C)NC(=O)C(c1ccc(OC)cc1)N(C(=O)CCC(=O)Nc1cc(C)on1)c1ccccc1OC (configuration not stated)
    2%, 0%, 4%, -1%, 0.1%, -16%, 0%, -7%, 1%, -2%, -9
N#CC1=C(SCc2ccccc2)NC(=O)CC1c1ccco1 (configuration not stated)
    -2%, 1%, -8%, -10%, 0.1%, 10%, ?, -8%, 0%, -2%, -5

# Bioassay records from PubChem.
